KAT2A inh – inhibitors of human GCN5L2 histone acetyltransferase | Q92830 | AID 504327 | GCN5L2 HAT assay, ThioGlo1 CoA-SH fluorescence | Potency, µM (series often up to 58.9 µM), for the others: at the highest dose activity change, negative = inhibition, hits mostly inhibitors | 390,000 tested, 0.21% active
Target sequence (Q92830 whole entry, looked up): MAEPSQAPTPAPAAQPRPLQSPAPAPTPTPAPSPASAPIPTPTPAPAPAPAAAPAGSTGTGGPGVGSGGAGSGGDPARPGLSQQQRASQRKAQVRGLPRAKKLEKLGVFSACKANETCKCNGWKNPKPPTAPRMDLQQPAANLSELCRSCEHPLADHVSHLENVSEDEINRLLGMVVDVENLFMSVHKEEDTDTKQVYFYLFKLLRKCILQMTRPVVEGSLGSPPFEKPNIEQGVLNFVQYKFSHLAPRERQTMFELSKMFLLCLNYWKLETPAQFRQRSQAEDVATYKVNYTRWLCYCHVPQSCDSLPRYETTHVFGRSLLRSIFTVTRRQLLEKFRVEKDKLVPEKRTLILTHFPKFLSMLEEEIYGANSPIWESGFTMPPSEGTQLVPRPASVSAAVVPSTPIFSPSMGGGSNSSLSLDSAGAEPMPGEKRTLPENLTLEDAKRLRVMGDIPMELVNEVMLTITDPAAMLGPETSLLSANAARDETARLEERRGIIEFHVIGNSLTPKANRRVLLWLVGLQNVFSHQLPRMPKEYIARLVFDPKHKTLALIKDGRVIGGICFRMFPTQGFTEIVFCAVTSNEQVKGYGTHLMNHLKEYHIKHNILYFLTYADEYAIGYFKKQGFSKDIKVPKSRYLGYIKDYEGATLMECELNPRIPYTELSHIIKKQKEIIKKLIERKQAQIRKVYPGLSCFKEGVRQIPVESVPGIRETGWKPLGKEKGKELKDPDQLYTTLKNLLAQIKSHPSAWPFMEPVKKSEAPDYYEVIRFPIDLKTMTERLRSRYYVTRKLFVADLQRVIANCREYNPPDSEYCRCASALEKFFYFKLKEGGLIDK
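Fluorescence readout, Ex340nm/Em540nm: ThioGlo1 (50uM final) reacts with free CoA thiol released as 20nM GCN5L2 acetylates H3(1-25) peptide (75uM) using acetyl-CoA (70uM). Compound and enzyme sat 15 min beforehand; 20 min room-temperature reaction.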
TDP1 cell noCPT – qHTS for Inhibitors of human tyrosyl-DNA phosphodiesterase 1 (TDP1): qHTS in cells in absence of CPT. DT40 Tdp1-/- hTDP1 cells, no CPT, ATP luminescence, 48 h. Potency, µM (highest dose often 46.2 µM), for the others: at the top dose activity change, negative = growth inhibition, actives largely listed as inhibitors. 420,000 tested, 15% active; further: nearly all actives have a fitted effect of over 55% in size
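A cellular qHTS used chicken DT40 cells lacking endogenous Tdp1 but carrying stably transfected human TDP1. Compounds were applied without camptothecin, and cell growth kinetics were judged by ATP-dependent luminescence after ≥48 hr.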
DT40 TDP1 CPT – growth inhibition of DT40 Tdp1-/-;hTDP1 cells with camptothecin (screen for TDP1 inhibitors); chicken DT40 Tdp1-/-;hTDP1 cells + 20 nM CPT, ATP luminescence, 48 h; Potency, µM (highest dose often 46.2 µM), for the others: top-dose activity change, negative = growth inhibition, most hits filed as inhibitors; 420,000 tested, 12% active; further: nearly all actives have a fitted effect of over 55% in size
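Chicken DT40 Tdp1-/- cells complemented with human TDP1, 400 cells/well, exposed to compounds plus 20 nM camptothecin for at least 48 h at 37 C; viability read as ATP content by CellTiter-Glo luminescence.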
Starred values were filed as active, the others as inactive; ? = inconclusive; . = not tested or not shown. The call rests on the fitted dose curve; in most records, active means well fitted curve in the direction sought with a large enough effect; inconclusive means small, poorly fitted or top-dose-only effect, or another doubt; inactive means no such curve, though single readings can be large; an effect the other way counts as inactive or inconclusive. On the % scale 0 is the no-effect control and ±100 the full control effect; potency means the concentration at half of the fitted maximal effect.

Each structure is followed by: KAT2A inh | TDP1 cell noCPT | DT40 TDP1 CPT
1. CC(=O)Nc1c(C(=O)C2CC2)oc2ccccc12
 : -2% | -6% | -16%
2. COc1ccccc1C1OCC(C)(C)CO1
 : . | -12% | 21%
3. O=[N+]([O-])c1cc(/C=N/OCc2c(Cl)cccc2Cl)ccc1N1CCOCC1
 : -4% | -29% | ?
4. CCCCCNC(=O)C1CCC(Cn2c(=O)c3sccc3n(CC(=O)N3CCCC3)c2=O)CC1 (configuration not stated)
 : -7% | -20% | -5%
5. COC(=O)c1c(NC(=O)CSc2nnc(-c3ccco3)n2Cc2ccccc2)sc(C)c1C
 : -1% | ? | ?
6. CCN(CC)C(=O)c1ccc(COc2ccc(Cl)c(C)c2)o1
 : -14% | 13µM* | 16µM*
7. CCc1ccc(N2CC(C(=O)Nc3ccccc3F)CC2=O)cc1 (configuration not stated)
 : -3% | -2% | -13%
8. C(=Nc1cccc2c(N=Cc3ccco3)cccc12)c1ccco1
 : -11% | -1% | -6%
9. COc1cccc(-c2ccc(O)c(CNC(c3ccccc3)c3ccc(Cl)cc3)c2)n1 (configuration not stated)
 : . | -27% | -6%
10. Cc1ccc(NC(=O)Cn2nnc3ccccc32)cc1
 : -1% | -2% | -25%
11. CC(=O)N1CCN(C(=O)CSc2nnc(C)n2-c2ccccc2)CC1
 : -5% | -2% | -8%
12. O=c1ccc(-c2ccccc2)nn1Cc1ccccc1F
 : -8% | -19% | -12%
13. CC1=NN(C(N)=S)C(=O)C1N=Nc1ccccc1[N+](=O)[O-] (configuration not stated)
 : . | -20% | ?
14. CCCc1cc(=O)oc2c(C)c(OCC(=O)Nc3ccc(CN4CCOCC4)cc3)ccc12
 : -4% | ? | 15µM*
15. CN(C)CCCN1C(=O)C(O)=C(C(=O)c2cc3ccccc3o2)C1c1ccccn1 (configuration not stated)
 : . | 2% | -1%
16. CCC1/C(=N\O)CC(c2ccco2)NC1c1ccco1 (configuration not stated)
 : -8% | -27% | -7%
17. Cc1ccc(-n2c(SCC(=O)NCC3CCCO3)nc3n[nH]c(C)c3c2=N)cc1Cl (configuration not stated)
 : -2% | 9.2µM* | 9.2µM*
18. COc1ccc2c(CC(=O)OCC(=O)Nc3ccc4c(c3)OCO4)coc2c1
 : 1% | ? | ?
19. Cn1c(Cn2c3ccccc3c3ccccc32)n[nH]c1=S
 : 0% | ? | -4%
20. O=C(NCCCc1nc2ccccc2n1Cc1ccc(Cl)cc1)C1CCCCC1
 : -4% | 21µM* | 16µM*

For reference, part of the list above.
Each structure is followed by: KAT2A inh | TDP1 cell noCPT | DT40 TDP1 CPT
18. COc1ccc2c(CC(=O)OCC(=O)Nc3ccc4c(c3)OCO4)coc2c1
 : 1% | ? | ?
19. Cn1c(Cn2c3ccccc3c3ccccc32)n[nH]c1=S
 : 0% | ? | -4%
20. O=C(NCCCc1nc2ccccc2n1Cc1ccc(Cl)cc1)C1CCCCC1
 : -4% | 21µM* | 16µM*

Going on with the list:
Each structure is followed by: KAT2A inh | TDP1 cell noCPT | DT40 TDP1 CPT
21. O=C(COC(=O)c1cc([N+](=O)[O-])ccc1N1CCOCC1)c1ccc(Br)cc1
 : -7% | ? | -15%
22. O=C(CSc1nccc(=O)[nH]1)c1ccco1
 : -8% | -11% | -3%
23. O=[N+]([O-])c1cccc(C(=S)N2CCN(c3ccccc3)CC2)c1
 : -3% | ? | -23%
24. CCCCNC(=O)c1ccc2c(c1)N(CC)C(=O)c1ccccc1S2
 : 1% | ? | ?
25. O=C(Nc1ccc(F)cc1)N1CCCC(c2nc3c(nnn3Cc3ccccc3Cl)c(=O)[nH]2)C1 (configuration not stated)
 : -4% | ? | 21µM*
26. C[C@@H]1CN([C@@H](C)CO)C(=O)CCCn2nncc2CO[C@@H]1CN(C)C(=O)Nc1ccc(N2CCN(C)CC2)cc1
 : . | 3% | 6%
27. CC1CCC(C(C)C)C(OCC(O)CNC(C)(C)C)C1 (configuration not stated)
 : -1% | ? | ?
28. O=C(c1ccccc1-n1cccn1)N1CCOc2c(cc(-c3ncc(C(F)(F)F)cc3Cl)cc2OCC2CCCO2)C1 (configuration not stated)
 : . | -18% | ?
29. CCCCN(CCCC)CCNC(=O)CN1C(=O)COc2ccc(S(=O)(=O)N3CCOCC3)cc21
 : -1% | -18% | -28%
30. CCCCn1c(N)c(N(CCOC)C(=O)COC(=O)CCOc2ccccc2C)c(=O)[nH]c1=O
 : -5% | -11% | -1%
31. O=C(Nc1cccc2ccccc12)N1CCN(Cc2ccccc2)CC1
 : 0% | -12% | -28%
32. Cc1onc(-c2c(F)cccc2Cl)c1C(=O)Nc1cccc(S(=O)(=O)N2CCOCC2)c1
 : 0% | -28% | -26%
33. COc1cc(OC)cc(-c2nc(-c3cccs3)no2)c1
 : -15% | -17% | 4%
34. O=C(c1cc2cc(F)ccc2[nH]1)N1CCN(Cc2ccc3c(c2)OCO3)CC1
 : -11% | ? | ?
35. N/C(=N\OC(=O)c1cnn(-c2ccccc2)c1C(F)(F)F)c1cc(C(F)(F)F)cc(C(F)(F)F)c1
 : -4% | ? | -14%
36. CC(C)NS(=O)(=O)c1ccc(CCC(=O)N2CCc3ccccc3C2)cc1
 : 2% | ? | -23%
37. COCC1CCN(C(=O)c2ccc(OC)c(OC3CCN(C(C)C)CC3)c2)CC1
 : 0% | -1% | 0%
38. Cc1nc(C)c(C(=O)NNS(=O)(=O)c2ccccc2)s1
 : 0% | -6% | 0%
39. C=CCSc1ncccc1C(=O)NCc1ccccc1
 : -5% | 7% | 0%
40. COc1ccc(CCNC(=O)C2CCCN(S(=O)(=O)c3ccc4c(c3)oc(=O)n4C)C2)cc1OC (configuration not stated)
 : -3% | ? | -28%
41. COc1ccccc1NC(=O)c1oc2ccccc2c1NC(=O)c1cccc(OC)c1OC
 : -9% | 5.8µM* | 5.8µM*
42. C=CCc1ccccc1OCCn1nnc2ccccc21
 : -16% | 23µM* | ?
43. O=c1cc(N/N=C/c2ccccc2)[nH]c(=O)[nH]1
 : . | 4.6µM* | 4.1µM*
44. COc1ccc(C(=O)NC(=S)NNC(=O)c2ccncc2)cc1Br
 : -17% | ? | ?
45. CC(C)(O)c1cc(=O)sc2nc3ccccc3n12
 : -1% | 0% | -10%
46. CN(C)S(=O)(=O)c1ccc(NC(=O)C2CC(=O)N(Cc3ccccc3Cl)C2)cc1 (configuration not stated)
 : 1% | 0% | 8%
47. OCC1CCN(Cc2nc(Cc3ccccc3Cl)no2)CC1
 : -1% | -20% | 22%
48. CC1CN(C(=O)c2ccc(COc3ccccc3Cl)o2)CC(C)O1 (configuration not stated)
 : 2% | ? | -5%
49. CN1CCN(c2ccc(CNC[C@H]3O[C@@H](n4cnc5c(=O)[nH]c(N)nc54)[C@H](O)[C@@H]3O)c(S(C)(=O)=O)c2)CC1
 : . | -5% | 6%
50. COC(=O)[C@@]1(Cc2ccc(F)cc2)[C@H]2c3cc(C(=O)N4CCCC4)n(Cc4cc(F)cc5c4OCOC5)c3C[C@H]2CN1C(=O)c1ccccc1
 : . | ? | ?
51. COc1cccc(NC(=O)CN(C)C(=O)CN2C(=O)NC3(CCCC3)C2=O)c1
 : -3% | ? | ?
52. Cc1nn(C)cc1CN(C)C(=O)c1cc(COc2ccc(F)cc2F)on1
 : 2% | ? | ?
53. COC(=O)Cn1c(=NC(=O)c2ccc3c(c2)OCCO3)sc2ccccc21
 : 2% | -11% | -3%
54. Cc1ccc(C)c(N2CCN(S(=O)(=O)CC34CCC(CC3=O)C4(C)C)CC2)c1 (configuration not stated)
 : -19% | -24% | ?
55. COc1ccc([C@H]2CC(=O)C=C(c3ccc(C)cc3)C2)cc1OC
 : -4% | ? | 18µM*
56. Cc1ccc(NS(=O)(=O)c2ccc3[nH]c(=O)sc3c2)cc1
 : -4% | -24% | -16%
57. Cc1cccc(CC2SC(N)=NC2=O)c1 (configuration not stated)
 : 2% | 3% | 6%
58. C=CCn1c(SCC(=O)Nc2nnc(CC)s2)nnc1-c1ccncc1
 : -11% | -2% | 1%
59. Cc1cc(SCc2ccccc2)nc(=O)[nH]1
 : 2% | 4% | -3%
60. CCOc1ccc(NC(=O)Cn2cc(C(=O)c3ccc(C)cc3)c(=O)c3cc4c(cc32)OCO4)cc1
 : 0% | -7% | -28%
61. O=C(C[C@@H]1C/C=C/CC[C@H](Cc2ccc(F)cc2)C(=O)OC[C@@H](Cc2ccccc2)NC1=O)N[C@H](CO)Cc1ccccc1
 : 2% | ? | ?
62. COC(=O)C1=C(C)N(CCCC(=O)O)C(=O)NC1c1ccc(Br)cc1 (configuration not stated)
 : 2% | -5% | 6%
63. COc1ccc(CNS(=O)(=O)CCNC(=O)c2ccccc2)cc1
 : -7% | 4% | 0%
64. CCOC(=O)/C(C#N)=C\c1cn(C)c2ccccc12
 : -11% | -11% | 25%
65. Cc1c(Cl)ccc2c1NC(=O)[C@]21N[C@@H](CCC(N)=O)[C@H]2C(=O)N(c3ccc(F)cc3)C(=O)[C@H]21
 : 1% | -6% | 1%
66. CSc1ccccc1NC(=O)CN(C)C(=O)c1cccc(S(=O)(=O)N(C)C)c1
 : -6% | -15% | 11%
67. COC(=O)N1CCC[C@@]2(CCN(C(c3ccccc3)c3ccccc3)C2)C1
 : -23% | ? | ?
68. Cc1ccsc1/C=N/NC(=O)C1CC(=O)N(c2ccccc2)C1 (configuration not stated)
 : -6% | ? | -11%
69. COc1ccc(/C=C/C=C2\NC(=S)NC2=O)cc1
 : -12% | -29% | -22%
70. CN(C)CCNCCCNc1c2ccccc2nc2cccc([N+](=O)[O-])c12
 : . | 0.1µM* | 0.052µM*
71. O=C1Nc2ccccc2C(=O)N2CCCCC12 (configuration not stated)
 : 15% | 11% | -16%
72. COc1ccc(CCN(C)C(=O)Cn2c(=O)oc3ccccc32)cc1OC
 : 0% | -12% | -1%
73. CC1=C(C(=O)N2CCOCC2)CC(CC(=O)NCC2CCCCC2)C(=O)N1Cc1ccc(C(C)(C)C)cc1 (configuration not stated)
 : . | ? | 18µM*
74. Cc1ccccc1NS(=O)(=O)c1ccc(C(=O)NN2CCCCC2)cc1
 : -7% | -12% | -6%
75. CCOC(=O)c1snc(C(=O)NC2CCCCC2)c1N
 : 0% | -5% | -13%
76. Cc1ccc(C(=O)N2CCN(C(=O)CN3CCOCC3)C2)cc1
 : 2% | -22% | -6%
77. O=C(Cc1ccccc1)Nn1c(-c2ccccc2)nc2ccccc2c1=O
 : -6% | 2% | 1%
78. CCOc1ccccc1C(=O)N(Cc1cccs1)C1CCS(=O)(=O)C1 (configuration not stated)
 : 0% | -14% | 0%
79. COc1ccc(S(=O)(=O)Nc2nnc(CC(C)(C)C)s2)cc1
 : -3% | 4% | 6%
80. CN1C=CC=C/C1=C1/N=C(c2ccccc2)OC1=O
 : 2% | 18% | -4%

(cont.)
Each structure is followed by: KAT2A inh | TDP1 cell noCPT | DT40 TDP1 CPT
81. COc1ccc(N2CCN(Cc3cccn3-c3nnc(N4CCN(C5CCCCC5)CC4)s3)CC2)cc1
 : -3% | 21µM* | 21µM*
82. CCOc1ccc2nc(SCC(=O)NC(=O)C(C)C)sc2c1
 : -10% | -6% | 7%
83. COc1ccc(-c2c(C#Cc3ccsc3)c3cc(-c4ccc5cc[nH]c5c4)ccc3n2C)cc1
 : 1% | 21µM* | ?
84. CCN(Cc1ccncc1)C(=S)Nc1c(C)cccc1C
 : -8% | -23% | -22%
85. CC(=O)c1sc(NC(=O)c2cc(-c3ccccc3)nn2-c2ccccc2)nc1C
 : -7% | 6.5µM* | 8.2µM*
86. Cc1ccc2c(c1)[C@H]1[C@H](CO2)[C@H](c2ccccc2)[C@]2(C)C(=O)N(C)CC(=O)N12
 : . | -15% | -1%
87. CNc1nc(Sc2ccccc2)cc(C(F)(F)F)n1
 : -6% | -8% | -13%
88. COc1ccc(/C=N/N=C2/CC(C)(C)Cc3n[nH]c(=O)cc32)cc1
 : -13% | -4% | ?
89. Cc1ccc(F)cc1S(=O)(=O)Nc1cccc(C(=O)N2CCCC(C(N)=O)C2)c1 (configuration not stated)
 : 0% | 19% | 13%
90. CC(=O)Nc1cccc(/C(C)=N/NS(=O)(=O)c2ccc(C)cc2)c1
 : 0% | -3% | 14%
91. COc1ccc(CN(C)CC(O)COc2ccc(C(=O)c3ccccc3)cc2)c(OC)c1OC (configuration not stated)
 : -6% | 16µM* | ?
92. Fc1ccc(CNCc2ccc3c(c2)OCO3)cc1
 : 2% | ? | 1%
93. Cn1cc(C(=O)CCl)c2ccccc21
 : 0% | 4.6µM* | 2.3µM*
94. N#CC1=C2SCC(O)(c3ccccc3)N2C(=O)CC1c1ccccc1F (configuration not stated)
 : -8% | 8.2µM* | 13µM*
95. O=c1c(-c2ccc(O)cc2)coc2c(C3O[C@H](CO)[C@@H](O)[C@H](O)[C@H]3O)c(O)ccc12 (some centres not stated)
 : -27% | -20% | 12%
96. CCCOc1ccccc1Cn1c(=O)oc2ccccc21
 : -8% | -10% | -16%
97. NS(=O)(=O)c1ccc(N/C=C/C(=O)c2ccc(Br)cc2)cc1
 : -4% | ? | ?

Screens as filed in PubChem.
